From PubChem
PPARg SRC-3 ag = promotes SRC-3 coactivator recruitment by human PPARgamma | biochemical PPARgamma/SRC-3 coactivator recruitment assay | 200,000 tested, 0.26% active | P37231 | activation, % at 8 µM; in the data active = activation above about 23%;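 also: 0% = DMSO and 100% = reference agonist; some compounds past the cut are filed as inactive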
STAT1 inh = inhibitors of IFN-gamma induced STAT1 signaling; NIH 3T3 STAT1-luciferase reporter, luminescence; inhibition, % at 5.5 µM; AID 920; 200,000 tested, 0.35% active;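 active = inhibition above a set limit, the mean inhibition across all tested compounds plus 3 SD, cut at about 34% in these data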;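 also: 0% = IFN-gamma with DMSO and 100% = IFN-gamma with 300 µM nifuroxazide; values of inactives mirror those of a sister screen read the other way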
TNAP act hiacc = activators of human TNAP at high phosphate acceptor concentration | P05186 | purified TNAP, CDP-star luminescence, 1 M DEA, 30 min; hits give high values; 0 = EDTA background, 1 = DMSO-only activity | activation factor at 20 µM | 200,000 tested, under 10 active;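 active = activation factor at least 2 at 20 µM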
Target sequence (P05186 whole entry, looked up): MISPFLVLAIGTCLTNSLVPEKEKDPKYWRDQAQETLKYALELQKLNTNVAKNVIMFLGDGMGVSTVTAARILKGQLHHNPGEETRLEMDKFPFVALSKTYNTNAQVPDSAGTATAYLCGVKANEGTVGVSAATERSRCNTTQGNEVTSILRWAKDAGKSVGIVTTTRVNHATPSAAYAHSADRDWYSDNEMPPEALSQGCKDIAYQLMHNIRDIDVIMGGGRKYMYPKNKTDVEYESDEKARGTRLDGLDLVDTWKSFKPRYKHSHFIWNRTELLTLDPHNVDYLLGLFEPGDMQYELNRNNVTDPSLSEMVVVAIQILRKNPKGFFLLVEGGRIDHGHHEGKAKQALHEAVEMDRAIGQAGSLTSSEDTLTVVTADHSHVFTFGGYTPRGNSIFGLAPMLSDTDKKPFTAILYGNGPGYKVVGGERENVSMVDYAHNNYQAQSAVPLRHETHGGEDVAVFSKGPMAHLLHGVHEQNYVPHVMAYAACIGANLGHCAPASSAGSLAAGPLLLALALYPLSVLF
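Assay system: human TNAP; Input: enzyme diluted 1/800 final; Reagent: CDP-star luminogenic substrate at 100 µM final; Timing: 30 min, room temperature; Signal: luminescence; Evaluation: TNAP activation factor scaled between EDTA and DMSO control wells.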
bIAP inh = intestinal alkaline phosphatase (bovine) inhibition; inhibition, % at 20 µM; purified bovine IAP, CDP-star luminescence, 30 min; 190,000 tested, under 10 active;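 active = over 50% inhibition of intestinal alkaline phosphatase at 20 µM in the single-dose screen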
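test system = bovine IAP enzyme | medium = DEA buffer 100 mM, pH 9.8, with MgCl2 1.0 mM, ZnCl2 0.02 mM | detection = luminescence | dosing = single compound dose of 20 µM, 2% DMSO final | incubation = 30 min reaction at room temperature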
TR-FRET SRC-2 ct = TR-FRET artefact, counter-screen to PPARgamma/SRC-2 agonist assay; hits give high values; TR-FRET ratio at 8 µM; 200,000 tested, 0.4% active; in the data active = TR-FRET ratio above about 2000; also: inactives centre near 1500
STAT3 activator = STAT3 signaling activation; U3A cells, IL-6 STAT3-luciferase reporter, luminescence; 100% = signal with IL-6 EC80 alone; activation (% of control), % at 5.6 µM; 190,000 tested, 0.91% active; AID 871;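 active = activation above the screen-wide mean of compound activation plus 3 SD, cut at about 130% in these data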;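 also: 0% = background luminescence of wells with medium and substrate only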
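system = STAT3-luciferase reporter U3A cells | reagent = IL-6 stimulus at 33 ng/mL final | timing = 1 h compound pre-exposure, 6 h IL-6 stimulation, 37 °C | measured by = luminescence | evaluation = % activation versus median of IL-6-stimulated wells | control set = IL-6-only wells as 100% reference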
ROMK mod = human ROMK K+ channel modulation, primary screen; P48048; Tet-inducible ROMK, thallium flux fluorescence; actives lie on both sides; B-score at 10 µM; 130,000 tested, 2% active; AID 1918;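 active = signal ratio slope over the read window, or its plate-corrected B-score, at least 3 SD from the plate mean, either direction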;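 also: B-score of the F/F0 ratio slope over 7 to 12 s after thallium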
Target sequence (P48048 whole entry, looked up): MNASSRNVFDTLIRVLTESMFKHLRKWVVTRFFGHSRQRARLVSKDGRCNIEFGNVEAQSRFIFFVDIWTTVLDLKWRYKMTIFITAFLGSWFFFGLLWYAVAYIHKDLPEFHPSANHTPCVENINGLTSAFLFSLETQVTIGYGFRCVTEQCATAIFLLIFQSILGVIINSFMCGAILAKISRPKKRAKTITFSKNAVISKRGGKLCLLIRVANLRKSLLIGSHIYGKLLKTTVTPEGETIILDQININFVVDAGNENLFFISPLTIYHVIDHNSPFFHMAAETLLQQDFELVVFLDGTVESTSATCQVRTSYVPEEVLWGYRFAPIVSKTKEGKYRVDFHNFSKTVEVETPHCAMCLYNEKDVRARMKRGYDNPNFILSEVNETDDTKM
PPARg SRC-2 ag = promotes SRC-2 coactivator recruitment by human PPARgamma | P37231 | PPARgamma LBD-SRC-2 recruitment, biochemical | activation, % at 8 µM | 200,000 tested, 0.34% active | AID 1032; in the data active = activation above about 22%;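 also: 0% = vehicle and 100% = reference agonist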
STAT3 inh = STAT3 signaling inhibition | U3A cells, IL-6 STAT3-luciferase reporter, luminescence; host cell line lacks STAT1 | inhibition, % at 5.5 µM | 190,000 tested, 0.89% active | AID 862;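 active = inhibition above the mean inhibition across all screened compounds plus 3 SD, cut at about 44% in these data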;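 also: 0% = DMSO only wells and 100% = 100 µM nifuroxazide control wells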
bIAP act = increases bovine intestinal alkaline phosphatase activity; activation factor at 20 µM; 200,000 tested, 0.17% active; purified bovine IAP, CDP-star luminescence, 30 min; hits give high values; fold of DMSO-control signal, blank-subtracted; AID 1016;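 active = activation factor of 2 or more at 20 µM, a signal rise over negative controls twice the positive control's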
PPARg SRC1 recr = promotes SRC-1 coactivator recruitment by human PPARgamma | 200,000 tested, 0.41% active | activation, % at 8 µM | PPARgamma-SRC-1 coactivator recruitment biochemical assay | P37231; in the data active = activation above about 19%;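 also: 0% = DMSO and 100% = reference agonist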
The depositor's hits bear a star; i = inactive; · = not tested or not shown.

SMILES	PPARg SRC-3 ag	STAT1 inh	TNAP act hiacc	bIAP inh	TR-FRET SRC-2 ct	STAT3 activator	ROMK mod	PPARg SRC-2 ag	STAT3 inh	bIAP act	PPARg SRC1 recr
CSc1nc2ccccc2n1CC(=O)Nc1ccc(C)c(C)c1	2	2	1.1	8	1467	95	-0.13	5	9	0.9	0
C#CCOCCOCCOCCNc1nc(N2CCN(C(=O)[C@H]([C@@H](C)CC)n3cc([C@@H](N)Cc4ccc(O)cc4)nn3)CC2)nc(N2CCN(C(=O)[C@H]([C@@H](C)CC)n3cc([C@@H](N)Cc4ccc(O)cc4)nn3)CC2)n1	-4	-2	1.1	-22	1416	·	·	1	·	1.2	3
Cc1ccc2cc3c(N)c(C(=O)N4CC(=O)Nc5ccccc54)sc3nc2c1	4	0	1	7	1459	133	·	-3	-40	0.9	3
O=c1c(Cl)c(N2CCN(c3ccccc3)CC2)cnn1C12CC3CC(CC(C3)C1)C2	0	10	1	9	1657	106	0.17	5	-10	0.9	5
COc1cccc(CNc2ccc(S(N)(=O)=O)cc2)c1OCc1ccccc1F	5	10	1	3	1535	93	-0.78	-2	11	1	2
Cc1cccc(C(=O)NC2CCN(S(=O)(=O)c3ccccc3)CC2)c1	8	-4	1	-4	1807	98	-0.31	4	4	1	10
O=C(CN1c2cccc3cccc(c23)S1(=O)=O)Nc1ccc(S(=O)(=O)N2CCOCC2)cc1	-2	10	1	-35	1657	98	0.72	4	3	1.3	1
COc1cc(OC)c(-c2nc3c[n+](CC(=O)c4ccccc4)ccc3n2C)cc1OC	1	-9	1	2	1445	104	·	-2	5	1	3
CCOC(CNC(=O)c1ccc2c(c1)nc(C)n2-c1cccc(F)c1)OCC	0	-1	1	9	1298	103	·	-1	-1	0.9	-2
Cc1nc2oc3ccccc3c(=O)c2c(=O)n1Cc1ccccc1	1	-7	1	10	1332	108	-1.1	2	-9	0.9	0
CC(=O)Nc1ccc(S(=O)(=O)N(C)CC(=O)OCC(=O)NC(C)C23CC4CC(CC(C4)C2)C3)cc1 (centres undefined)	1	10	1	·	1633	93	·	7	11	0.4	-1
CNC(=O)c1ccc(-n2cccn2)nc1	4	6	1	2	1633	88	-0.25	9	22	1	6
O=C(O)c1cnn2c(C(F)(F)F)cc(-c3ccco3)nc12	-2	-6	1.1	7	1598	96	0.15	5	11	0.9	4
CCCN(CCC)CC(O)COc1ccc([N+](=O)[O-])cc1 (centres undefined)	10	8	1	16	1639	100	·	12	10	0.8	4
CN(C1CCCCC1)S(=O)(=O)c1ccc2c(c1)c(=O)c(C(=O)NCCCN1CCCC1)cn2C	3	-1	1.1	3	1477	98	·	2	11	1	-2
COc1cc(C2Nc3cccc4cccc(c34)N2)cc(OC)c1OC(C)=O	2	-8	0.9	12	1593	103	1.2	-3	1	0.9	3
COc1ccc(CC(=O)Nc2ccc(-c3ccc4nnc(C)n4n3)cc2)cc1OC	-4	12	1	6	1646	68	0.16	1	41	0.9	11
N#CCOc1nc(N2CCCCC2)nc(N2CCCCC2)n1	2	0	1	9	1618	106	-1.9	2	1	0.9	-3
O=C(O)/C(=C\c1ccccc1OC(F)F)Sc1nnc(-c2ccc(F)cc2)o1	11	11	1	-14	1557	95	-3*	7	14	1.1	5
COC(=O)c1ccccc1NS(=O)(=O)c1ccc(Cl)nc1	0	5	1	-3	1394	103	-0.059	-5	5	1	3
CCOC(=O)c1c(Cc2ccc(Cl)cc2)c[nH]c1C	2	-27	1	30	1593	105	·	-4	-4	0.7	-4
COc1ccccc1N1CCN(C2=Nc3cccc4cccc2c34)CC1	-2	-30	0.9	1	1719	84	-0.18	8	22	1	1
CN1C=CC=C/C1=C1\SC(=S)N(CC(=O)O)C1=O	0	-3	0.8	40	1296	102	0.49	-5	2	0.6	-5
CC(C)(CCl)C(=O)Nc1ccnc(-c2ccncc2)n1	3	-6	1	7	1600	97	2	9	7	0.9	2
NC(=O)CSc1cn(Cc2cccc(F)c2)c2ccccc12	5	8	1	7	1685	101	-0.65	8	0	0.9	3
CCOC(=O)c1c(OCCO)nn(-c2ccccc2)c1N	4	-4	1	-15	1683	100	0.22	-4	2	1.1	12
COP(=O)(OC)C(Nc1ccc(C)cc1)c1ccc([N+](=O)[O-])cc1 (centres undefined)	3	-4	1	24	1674	110	-0.63	2	-14	0.8	5
CCN(CC)CCNCc1ccc(OCc2ccc(Cl)nc2)c(OC)c1	2	-1	1	-1	1491	101	0.028	-7	3	1	2
Cc1ccc(C(=O)n2ncn(C)c2=S)cc1	0	3	1	4	1724	95	0.58	3	12	1	-5
O=C(NC1CCSC1=O)c1cccc(C(=O)NC2CCSC2=O)c1 (centres undefined)	-14	-2	1	-10	1482	102	·	-3	7	1.1	-1
CC(C)(C)c1ccc(O)c(N)c1	0	7	1	28	1586	96	-0.96	14	12	0.7	5
CN1CCN(NC(=O)C2CC2)CC1	3	1	1	16	1589	96	0.69	5	9	0.8	9
O=C1CCCN1CCC1CCN(C2CC(=O)N(c3ccc(Cl)cc3)C2=O)CC1 (centres undefined)	-5	1	1.1	-4	1478	103	-0.55	14	-1	1	0
CCC(C)NC(=O)/C(=C/c1ccco1)c1ccccc1 (centres undefined)	-7	15	1	-3	1429	111	·	10	-1	1	-6
CC(C)(C)C(=O)N1CCC(O)(CS(=O)(=O)Cc2ccccc2Cl)CC1	5	2	1	0	1586	90	·	14	22	1	8
Cc1c(C=O)c(Cl)n(C)c(=O)c1C#N	-2	-6	1.1	2	1645	107	0.39	-1	-1	1	-1
O=C(NCc1ccncc1)c1cc(F)c(F)cc1Cl	-2	2	1.1	1	1462	94	-0.23	3	9	1	-2
CCN(CC)c1ccc(N2C(=O)CSC2=S)cc1	-2	-9	0.9	26	1334	101	·	-1	1	0.7	-2
CCOC(=O)c1c(C)[nH]c(C)c1C(=O)CSc1nnc(-c2cc(OC)c(OC)c(OC)c2)o1	-6	-2	1.1	4	1385	102	·	-4	3	1	-6
O=C(CN1C(=O)/C(=C/c2ccccc2)SC1=S)NNC(=O)c1ccccc1O	3	3	1	-3	1654	100	-1.9	0	5	1	8
COc1ccc(Nc2ncnc3sc(-c4ccccc4)cc23)cc1	4	-2	1.1	2	1569	97	·	5	5	1	9
Cc1cc(C)n(C(=O)Cn2nc([N+](=O)[O-])c(Br)c2C)n1	5	-3	1	-2	1670	102	0.66	3	6	1	1
Cc1ccccc1OCC(=O)N/N=C/C=C/c1ccccc1	5	4	1.1	-4	1644	92	-0.052	6	19	1	-3
COc1ccc(/C=C/C(=O)c2ccc(NS(=O)(=O)c3ccc(C)cc3)cc2)cc1O	1	6	0.8	-10	1779	102	1.7	4	-5	1.1	3
CN(C)/C=N/c1sc2c(c1C#N)CC(C)(C)NC2(C)C	-2	1	1	2	1614	94	0.14	12	9	1	3
Cc1cc(C)nc(SCc2cc(=O)c(OC(=O)c3cc([N+](=O)[O-])ccc3Cl)co2)n1	2	3	1	8	1714	98	·	8	7	0.9	6
COc1cccc(NC(=O)c2ccc(C(=O)c3ccccc3)o2)c1	-4	-22	1	0	1620	102	·	0	3	1	-2
CC(C)C(C(=O)Nc1ccc(N2CCOCC2)cc1)N1C(=O)c2ccccc2C1=O (centres undefined)	-2	-7	1	-2	1459	103	·	-1	0	1	-3

Structures shown so far containing an aryl thioether with sulfur outside any ring:
SMILES	PPARg SRC-3 ag	STAT1 inh	TNAP act hiacc	bIAP inh	TR-FRET SRC-2 ct	STAT3 activator	ROMK mod	PPARg SRC-2 ag	STAT3 inh	bIAP act	PPARg SRC1 recr
CSc1nc2ccccc2n1CC(=O)Nc1ccc(C)c(C)c1	2	2	1.1	8	1467	95	-0.13	5	9	0.9	0
O=C(O)/C(=C\c1ccccc1OC(F)F)Sc1nnc(-c2ccc(F)cc2)o1	11	11	1	-14	1557	95	-3*	7	14	1.1	5
NC(=O)CSc1cn(Cc2cccc(F)c2)c2ccccc12	5	8	1	7	1685	101	-0.65	8	0	0.9	3
CCOC(=O)c1c(C)[nH]c(C)c1C(=O)CSc1nnc(-c2cc(OC)c(OC)c(OC)c2)o1	-6	-2	1.1	4	1385	102	·	-4	3	1	-6
Cc1cc(C)nc(SCc2cc(=O)c(OC(=O)c3cc([N+](=O)[O-])ccc3Cl)co2)n1	2	3	1	8	1714	98	·	8	7	0.9	6

(next part)
SMILES	PPARg SRC-3 ag	STAT1 inh	TNAP act hiacc	bIAP inh	TR-FRET SRC-2 ct	STAT3 activator	ROMK mod	PPARg SRC-2 ag	STAT3 inh	bIAP act	PPARg SRC1 recr
NC(=O)C1CC(=O)N(c2ccc(OCc3c(F)cccc3Cl)cc2)C1 (centres undefined)	0	-7	1	8	1578	86	0.0035	-1	22	0.9	-1
COc1ccc(OC)c(NC(=O)CSc2nnnn2-c2ccc3c(c2)OCO3)c1	10	7	1	8	1575	101	0.34	6	2	0.9	3
CN(CCC1CCOCC1)Cc1nc(Cc2ccccc2F)no1	3	5	1	-3	1492	99	-0.0026	1	7	1	1
CC(C)(C)n1nnnc1C(c1ccncc1)N1CCN(c2ccc(O)cc2)CC1 (centres undefined)	3	6	1	13	1606	103	-0.058	10	-4	0.9	-1
COc1cc(OC)cc(C(=O)N[C@H](C(=O)NCCc2c[nH]c3ccccc23)C(C)C)c1	-3	-3	1	-10	1594	113	0.22	5	-5	1.1	4
Cc1ccccc1OCC(=O)Nc1ccccc1N1CCOCC1	-14	3	1	-11	1471	99	·	-3	1	1.1	-2
Cn1ccc(O)c(C#N)c1=O	0	-7	1	14	1706	·	·	4	·	0.9	7
Cc1ccc2cc(C(c3nnnn3CC3CCCO3)N3CCc4ccccc4C3)c(=O)[nH]c2c1 (centres undefined)	1	1	1	-3	1503	114	0.46	-4	-12	1	-3
CN(C)c1nc2c(c(=O)[nH]c(=O)n2C)n1Cc1ccc(F)cc1	6	-3	1	1	1565	100	·	-8	8	1	4
COc1ccc(-c2noc(C3CCCN(C(=O)c4ccccc4OC)C3)n2)cc1OC (centres undefined)	-3	2	1.1	-2	1505	104	0.29	-5	2	1	-3
O=C(NCc1ccc2c(c1)OCO2)c1cccc(N2CCCC2=O)c1	2	2	1	7	1688	91	-0.42	21	10	0.9	4
COc1cccc(CC(=O)NCC2(N3CCCCC3)CCCCC2)c1	7	-2	1.1	11	1602	106	0.64	2	-3	0.9	2
CCN1C(=O)CC(N2CCC(Cc3ccccc3)CC2)C1=O (centres undefined)	10	6	·	·	1641	97	·	-2	9	·	2
CCOC(=O)C1=NNC(C(=O)c2ccc(C)cc2)C1c1ccc(OC)cc1 (centres undefined)	-2	2	1	0	1503	97	·	5	4	1	2
COc1ccc(C2CC3(CC(C)(C)NC(SC)=N3)Oc3cc(O)cc(C)c32)cc1 (centres undefined)	-4	-25	1	5	1460	537*	-2.7	2	i	1	3
C=CCn1c(SCc2ccc(C(=O)NCCO)cc2)nc2sc(C)c(C)c2c1=O	-2	2	1	-11	1654	99	-1.9	6	13	1.1	6
